BAP1 inh: blocks human BAP1 ubiquitin-AMC hydrolysis. actives 0.48% (n = 72,000). Q92560. recombinant BAP1, Ub-AMC hydrolysis fluorescence kinetic; hits give low values. activity remaining (% of control), % at 20 µM;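 active = activity remaining at or below 50% of control, provided the compound also passes the data quality filters; inactive = the rest, including low values that fail the filters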;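 also: 100% = DMSO wells rate and 0% = substrate alone blank rate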
Target sequence (Q92560 whole entry, looked up): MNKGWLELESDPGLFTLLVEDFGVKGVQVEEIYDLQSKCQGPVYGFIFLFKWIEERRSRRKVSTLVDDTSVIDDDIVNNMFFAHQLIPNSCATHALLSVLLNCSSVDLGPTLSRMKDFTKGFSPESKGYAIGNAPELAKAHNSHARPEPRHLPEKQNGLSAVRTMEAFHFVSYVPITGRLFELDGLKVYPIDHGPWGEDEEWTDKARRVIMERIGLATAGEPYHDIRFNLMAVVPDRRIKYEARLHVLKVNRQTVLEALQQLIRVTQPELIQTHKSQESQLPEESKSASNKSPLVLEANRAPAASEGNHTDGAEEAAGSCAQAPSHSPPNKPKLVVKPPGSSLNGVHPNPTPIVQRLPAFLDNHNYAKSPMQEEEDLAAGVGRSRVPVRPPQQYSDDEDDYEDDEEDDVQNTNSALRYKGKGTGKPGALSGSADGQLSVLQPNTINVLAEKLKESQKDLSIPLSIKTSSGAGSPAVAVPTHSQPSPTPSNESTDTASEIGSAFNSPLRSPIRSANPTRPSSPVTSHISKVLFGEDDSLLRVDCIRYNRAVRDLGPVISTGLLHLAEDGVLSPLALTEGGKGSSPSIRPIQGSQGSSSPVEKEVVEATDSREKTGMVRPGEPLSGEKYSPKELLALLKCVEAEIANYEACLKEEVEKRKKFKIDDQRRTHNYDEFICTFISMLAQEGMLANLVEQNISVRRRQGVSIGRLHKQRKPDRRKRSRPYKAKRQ
HePTP inhibitor: human HePTP phosphatase inhibition; recombinant HePTP phosphatase activity, OD absorbance; AID 521; P35236; actives 0.64% (n = 110,000); inhibition, % at 20 µM; in the data active = inhibition above about 50%;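 also: plate controls were vehicle for no effect and reference inhibitor for full effect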
Target sequence (P35236 whole entry, looked up): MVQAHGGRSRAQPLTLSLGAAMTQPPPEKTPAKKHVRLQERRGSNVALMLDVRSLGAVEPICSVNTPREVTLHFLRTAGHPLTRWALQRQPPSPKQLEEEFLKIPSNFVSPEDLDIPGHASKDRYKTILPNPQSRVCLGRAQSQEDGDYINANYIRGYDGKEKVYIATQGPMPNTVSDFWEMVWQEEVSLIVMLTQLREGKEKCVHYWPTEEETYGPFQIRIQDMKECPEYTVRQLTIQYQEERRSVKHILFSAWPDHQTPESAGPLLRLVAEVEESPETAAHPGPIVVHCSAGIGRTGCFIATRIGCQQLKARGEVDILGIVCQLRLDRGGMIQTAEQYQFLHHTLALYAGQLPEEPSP
An asterisk follows results filed as active; . = not tested or not shown; & = joins results of further samples.

Every second line gives: BAP1 inh | HePTP inhibitor
> CC1(C)CC(=O)c2cc(-c3ccccc3)n(CC(=O)OCN3C(=O)c4ccccc4C3=O)c2C1
→ . | 0
> CC(C)Cn1c(N)c(S(=O)(=O)c2cccs2)c2nc3ccccc3nc21
→ . | 6
> Cc1ccc(C)c(C(C)NC(=O)C2C3CCC(O3)C2C(=O)O)c1 (stereo not drawn)
→ 89 | 0
> NC(=O)c1ccc(N2CCCCC2)c(N2C(=O)CCC2=O)c1
→ 82 | 9
> CC12CCC(C(=O)N(c3ccc(S(N)(=O)=O)cc3)C1=O)C2(C)C (stereo not drawn)
→ 93 | .
> CCOc1ccc(NCC(=O)Nc2ccc(C)cc2C)cc1
→ 156 | 7
> Cc1sc(NC(=O)CSc2nnc(COc3ccccc3)n2C)c(C#N)c1C
→ 97 | -5
> COc1cc(-c2nc3cnccn3c2Nc2ccccc2)ccc1O
→ 84 | 8
> O=C(/C=C/c1ccccc1)NC(=S)Nc1ccc(N2CCOCC2)cc1
→ . | 5
> O=[N+]([O-])c1ccc(Cc2ccncc2)cc1
→ . | -9
> Cc1ccc(S(=O)(=O)N(CC(=O)NCc2ccco2)Cc2ccccc2F)cc1
→ 85 | -4
> NS(=O)(=O)c1ccc(CCNC(=O)NC2(C(F)(F)F)Oc3ccccc3O2)cc1
→ . | -12
> Cc1cc(NC(=O)c2ccc(-c3ccc(Br)cc3)o2)ccc1NC(=O)c1ccco1
→ . | -2
> O=C(c1ccc(Cl)cc1)N1CCN(c2ccc([N+](=O)[O-])c(NCc3ccccc3)c2)CC1
→ 54 | -10
> CCN1C(=O)/C(=C2/SC(C)=C(C)N2CC)SC1=S
→ 91 | 7
> CCN(CC(=O)NC(C)C)C(=O)CCNC(=O)c1ccc(Cl)cc1
→ 104 | -5
> Cc1nc2sc(C(c3cccs3)N3CCN(c4cccc(Cl)c4)CC3)c(O)n2n1 (stereo not drawn)
→ 75 | 2
> O=C(Nc1ccccc1O)c1ccc(Cl)cc1
→ 100&87 | 10
> CCOC(=O)Cc1csc(NC(=O)Nc2ccccc2)n1
→ 91 | .
> COc1ccc(S(=O)(=O)N(CCCN2CCCC2=O)Cc2cc3c(C)ccc(C)c3[nH]c2=O)cc1
→ 109 | 11
> Cc1ccccc1C(=O)N1CCN(c2nc3ccc([N+](=O)[O-])cc3s2)CC1
→ . | 10
> CC(=O)N1CCN(CC(O)COc2ccc(OCc3ccccc3)cc2)CC1 (stereo not drawn)
→ 144 | 5
> COCCCn1c2nc3ccccc3nc2c2c(=O)n(Cc3ccc(Cl)cc3)cnc21
→ 424 | 10
> Cc1c(NC(=O)CSc2nc(-c3ccco3)cc(C(F)(F)F)n2)c(=O)n(-c2ccccc2)n1C
→ 101 | .
> Cc1ccc(-c2nn(-c3ccccc3)cc2CN(Cc2ccccc2)C(=O)CCC(=O)O)o1
→ 92 | 15
> CCc1ccc(NC(=O)C(=O)NCCc2ccc(F)cc2)cc1
→ . | -16
> CCN(CC)S(=O)(=O)c1ccc(NC(=O)C(OC)c2ccccc2)cc1 (stereo not drawn)
→ 82 | 2
> Cc1cccc(NC(=O)c2ccccc2NC(=O)C(C)(C)C)n1
→ 101 | 1
> CCOc1ccc(N2C(=O)C3CC=CCC3C2=O)cc1 (stereo not drawn)
→ . | 0
> COc1ccc(-n2nc3c(c2NC(=O)c2cc4ccccc4oc2=O)CS(=O)(=O)C3)cc1
→ 87 | 10
> O=C(Cn1c(=O)n(CC2CCCO2)c(=O)c2ccccc21)c1ccccc1 (stereo not drawn)
→ 82 | 14
> O=C(O)c1ccc2c(c1)CC(c1ccccc1)OC2=O (stereo not drawn)
→ 104 | 3
> CCn1c(SCc2nc(CC(=O)Nc3ccccc3OC)no2)nnc1-c1cccs1
→ . | -6
> CCOC(=O)C1=C(c2ccccc2)N(C)C(=O)NC1c1ccc(O)c(OC)c1 (stereo not drawn)
→ 103 | 4
> CCSCCOC(=O)C1=C(C)NC2=C(C(=O)CCC2)C1c1ccc(F)c(F)c1 (stereo not drawn)
→ . | -15
> COc1ccc(C2SCC(=O)N2c2ccc(Cl)cc2)cc1 (stereo not drawn)
→ . | -1
> COC(=O)c1ccc(CSc2nnc(-c3ccncc3)o2)o1
→ 131 | 6
> CCCS(=O)(=O)N1CCC(C(=O)NCCCOCC)CC1
→ 101 | 2
> Cc1ccc2nc(C3CCN(CC(=O)Nc4ccc5c(c4)OCCO5)CC3)[nH]c2c1
→ 98 | 9
> COc1ccccc1C(=O)N1CCN=C1c1ccccc1
→ 98 | 2
> CCOC(=O)c1ccc(NC(=O)CN(c2ccc(C)cc2)S(=O)(=O)c2ccc(OCC)cc2)cc1
→ . | -5
> Cc1nc(SCC(=O)c2c[nH]c3ccccc23)n[nH]1
→ 142 | 9
> O=c1c2ccccc2nc(-c2ccccc2)n1/N=C/c1cccs1
→ . | 8
> COc1cc(C(=S)N2CCC(C(N)=O)CC2)ccc1O
→ 73 | -1
> CCOC(=O)C1=C(C)NC(C)=C(C(=O)OCC)C1c1ccc(O)cc1
→ 88 | 4
> COc1ccc(N(CC(N)=O)S(C)(=O)=O)c(OC)c1
→ . | 1
> CCc1nnc(NC(=O)CSc2nnc(-c3c[nH]c4ccccc34)n2CC)s1
→ 94 | 5
> COCCNc1nc2c(c(=O)n(C)c(=O)n2C)n1Cc1cccc(Br)c1
→ 105 | .
> O=C(COC(=O)C1CCCN1C(=O)c1cccs1)c1ccccc1 (stereo not drawn)
→ 109 | -2
> CCOC(=O)C1=C(C)NC(=S)NC1c1ccc(C)cc1 (stereo not drawn)
→ . | -3

Additional compounds follow.
Every second line gives: BAP1 inh | HePTP inhibitor
> CCN1C(=O)/C(=C\c2ccc(O)c(OC)c2)C(C(=O)OC)=C1C
→ . | -12
> O=C(O)Cn1nc(-c2ccc(F)cc2)oc1=O
→ 109 | -6
> CCCOc1ccc(C2NC(=O)NC2=O)cc1 (stereo not drawn)
→ 111 | -6
> Cc1cc(C)nc(/N=C(/N)Nc2ccc([N+](=O)[O-])cc2C)n1
→ . | 3
> CCOc1ccccc1CN(CCc1ccc2c(c1)OCO2)Cc1ccncc1
→ . | 6
> COc1ccc(OC)c(C=C2C(=O)N(C)C(=S)N(C)C2=O)c1
→ . | 8
> CCn1c(SCC(=O)Nc2ccc(NC(=O)c3cccs3)cc2)nnc1-c1cccnc1
→ 107 | 5
> CCOc1ccc(CC(=O)N2CCN(c3ccc(N4CCOCC4)nn3)CC2)cc1OCC
→ 88 | -5
> COc1cccc(N2CCN(Cc3nc(N)nc(Nc4ccccc4OC)n3)CC2)c1
→ 96 | 12
> COc1cc2c(cc1NC(=O)CN1C(=O)NC3(CCc4ccccc43)C1=O)oc1ccccc12 (stereo not drawn)
→ . | -6
> Cc1ccnc(NC(=S)NC(=O)c2ccc(Cl)cc2)c1
→ . | 1
> CCC(=O)Nc1cc2c(cc1C(=O)CC)OCCO2
→ . | 10
> CCN(CC)CCCNC(=O)c1nn(-c2ccccc2OC)c(=O)c2ccccc12
→ 106 | 6
> CC(=O)Nc1nonc1-c1nc2ccccc2n1Cc1nnc(C)o1
→ 105 | 7&0
> N/C(=C\C(=O)c1ccccc1O)C(Cl)(Cl)Cl
→ . | 3
> CC1CCCN(c2ncnc3c2cnn3-c2ccc(Cl)cc2)C1 (stereo not drawn)
→ 85 | -2
> O=C(C1CCCCC1)N1CCCC(c2nc3c(nnn3Cc3ccccc3)c(=O)[nH]2)C1 (stereo not drawn)
→ 91 | 12
> CC1(C)Cc2c(C#N)c(SCC(=O)c3ccccc3)nc(N3CCCC3)c2CO1
→ 61 | 8
> COCCCNC(=O)Cn1nc(-c2ccc(C)cc2)ccc1=O
→ 95 | 3
> O=C(NC1CCS(=O)(=O)C1)/C(=C\c1ccccc1)NC(=O)c1ccc([N+](=O)[O-])cc1 (stereo not drawn)
→ . | -11
> O=C(O)c1cccc(-n2cnnn2)c1
→ 97 | 2
> Cc1cc(C)nc(SCC(=O)Nc2ccccc2[N+](=O)[O-])n1
→ . | 9
> CCc1c(C)nc2cc(-c3cccc(C)c3)[nH]n2c1=O
→ . | -1
> O=C(CSc1nnc(-c2ccco2)n1Cc1ccccc1)c1ccc(F)cc1
→ 81 | -2
> Cc1cccc(OCCSc2nc3ccccc3n2CCO)c1
→ . | -5
> CCOc1nc(SCCOc2ccc(C)cc2)nc(N(C)C)n1
→ 92 | 9
> Cc1cc(-c2ccc(/C=c3\sc4nc5c(C)cc(C)cc5n4c3=O)o2)c(C)c([N+](=O)[O-])c1
→ . | -6
> Cc1nc(SCC(=O)OCc2ccccc2)c2c(=O)n(C)c(=O)n(C)c2n1
→ 94 | 8
> COC(=O)CC1Oc2ccc(C)cc2NC1=O (stereo not drawn)
→ 88 | -6
> CCOc1ccccc1NC(=O)CSc1nnc(Cn2c(=O)sc3ccccc32)n1C
→ 91 | -6
> CCOC(=O)C1C(=O)NC(SCC(=O)OC)=C(C#N)C1c1ccccc1OCC (stereo not drawn)
→ 72 | 9
> OC(CCCCN1CCCCC1)c1ccccc1 (stereo not drawn)
→ 95 | -3
> O=C(C1CCCN1S(=O)(=O)c1cccc2cccnc12)N1CCc2ccccc2C1 (stereo not drawn)
→ 87 | 0
> Cn1c(Cn2nnc3ccccc32)nnc1SCC(=O)N1CCc2ccccc21
→ 102 | 11
> COc1ccc(C(C)=O)cc1COC(=O)c1cccc(N(C)C)c1
→ 228 | 6
> CCOC(=O)c1c(C)[nH]c(C)c1C(=O)CSc1nnc(-c2ccncc2)n1C
→ 110 | 5
> COc1cccc(N2CCN(S(=O)(=O)c3ccc4nc(-c5ccccc5)[nH]c4c3)CC2)c1
→ 54 | 11
> NC(=O)C1(N2CCCCC2)CCN(S(=O)(=O)c2cc(Cl)ccc2Cl)CC1
→ 90 | 3
> O=C1SC(N2CCOCC2)C(=O)N1c1ccccc1 (stereo not drawn)
→ . | -13
> COc1cc(C2C(C(=O)OC(C)C)=C(C)NC3=C2C(=O)CCC3)ccc1OCc1ccccc1 (stereo not drawn)
→ 535 | .

4 entries from above, ordered by molar mass, low to high.
Every second line gives: BAP1 inh | HePTP inhibitor
> O=C1SC(N2CCOCC2)C(=O)N1c1ccccc1 (stereo not drawn)
→ . | -13
> Cn1c(Cn2nnc3ccccc32)nnc1SCC(=O)N1CCc2ccccc21
→ 102 | 11
> NC(=O)C1(N2CCCCC2)CCN(S(=O)(=O)c2cc(Cl)ccc2Cl)CC1
→ 90 | 3
> COc1cc(C2C(C(=O)OC(C)C)=C(C)NC3=C2C(=O)CCC3)ccc1OCc1ccccc1 (stereo not drawn)
→ 535 | .

Next section.
Every second line gives: BAP1 inh | HePTP inhibitor
> Brc1ccc(-c2nn3c(-c4ccncc4)nnc3s2)o1
→ 92 | 12
> O=C(O)c1ccccc1C(=O)Nc1ccc(Cl)cn1
→ . | -3
> O=C(Nc1ccc(O)c(-c2nc3ccccc3o2)c1)c1ccccc1Cl
→ 51 | .
> O=C(O)CCC(=O)Nc1sc2c(c1C(=O)Nc1ccccc1)CCCC2
→ 78 | 10
> Cc1nc2ccccn2c1C(=O)N/N=C\c1ccc(OCc2ccc(Cl)cc2)cc1
→ . | 10
> COc1ccc(C(=O)Nc2ccc3oc(-c4cc(Cl)c(OC)c(Cl)c4)nc3c2)cc1OC
→ . | 32
> O=C(O)CCCC(=O)Nc1nc2n(n1)C(c1ccc(F)cc1)CC(c1ccc(Cl)cc1)N2 (stereo not drawn)
→ 107 | -6
> Cc1cc(=O)[nH]c(SCC(=O)Nc2ccccc2Br)n1
→ . | 10
> COc1cc(/C=C2\SC(=S)N(c3cccc(C(=O)O)c3)C2=O)ccc1O
→ . | 4
> CC1Cc2ccccc2N1C(=O)CN1C(=O)NC(C)(c2ccc3c(c2)OCCO3)C1=O (stereo not drawn)
→ 93 | 6
> COc1ccccc1N(CC(=O)Nc1ccc(Oc2ccccc2)cc1)S(=O)(=O)c1ccccc1
→ . | -2
> Cc1nc(CNS(=O)(=O)c2ccc3ccccc3c2)cs1
→ 99 | 11
> COc1ccc2oc(=O)c(C(=O)NCCc3ccccc3)cc2c1
→ . | -15
> NS(=O)(=O)c1cccc(NC(=O)/C=C/c2ccc(Cl)cc2)c1
→ . | 8
> COc1ccccc1C(=O)Nc1ccc(Br)cc1
→ . | 4
> O=C(CN1C(=O)COc2ccccc21)c1ccc(Cl)cc1
→ 125 | 7
> COc1ccc(C)cc1NC(=O)c1nc2nc(C)cc(C)n2n1
→ 109 | 12
> Cc1noc(C)c1C(=O)OCC(=O)c1c[nH]c2ccccc12
→ 121 | 7
> CN1CCCC(OC(=O)CCCCC(=O)OC2CCCN(C)C2)C1 (stereo not drawn)
→ 103 | -3
> COc1cc(OC)cc(C(=O)N2CCC(N3CCN(c4ccccc4)CC3)CC2)c1
→ 239 | -1
> CC(=O)OCc1ccc(-c2ccc([N+](=O)[O-])cc2)o1
→ . | -2
> Cc1cc(/C=N/n2cnnc2)c(C)n1-c1ccc(I)cc1
→ . | 7
> CN(C)C(CN1C(=O)C2CC=CCC2C1=O)c1cn(C)c2ccccc12 (stereo not drawn)
→ 88 | 7
> O=C(C1CCN(S(=O)(=O)N2CCOCC2)CC1)N1CCOCC1
→ 103 | 5
> CS(=O)(=O)Nc1ccc(C(=O)NCc2ccccn2)cc1
→ . | 7
> CCN(CC)Cc1c(O)ccc2oc(C)c(C(=O)c3ccc(OC)cc3OC)c12
→ . | 1
> Cc1ccc(N2C(=O)c3ccccc3C2(O)c2ncc[nH]2)cc1 (stereo not drawn)
→ 92 | -9
> COCCOC(=O)C1=C(C)NC(=O)NC1c1cccs1 (stereo not drawn)
→ 97 | 6&2
> CC1CCCCC1NC(=O)Cn1[nH]c(=O)c2ccccc2c1=O (stereo not drawn)
→ 110 | 4
> COC(=O)C1=C(C)N(c2ccc(F)cc2)C(=O)/C1=C\c1ccc(OCC(=O)NCC2CCCO2)cc1 (stereo not drawn)
→ . | 4
> CC(=O)OC1CSc2nc3ccccc3n2C1 (stereo not drawn)
→ 100 | 9

Some of these compounds in order of the HePTP inhibitor value, falling:
SMILES	BAP1 inh	HePTP inhibitor
Cc1cc(/C=N/n2cnnc2)c(C)n1-c1ccc(I)cc1	.	7
COC(=O)C1=C(C)N(c2ccc(F)cc2)C(=O)/C1=C\c1ccc(OCC(=O)NCC2CCCO2)cc1 (stereo not drawn)	.	4
Cc1ccc(N2C(=O)c3ccccc3C2(O)c2ncc[nH]2)cc1 (stereo not drawn)	92	-9

Bioassay records from PubChem BioAssay.
